# IDE cell inh: inhibits human insulin-degrading enzyme in HEK cells; P14735; FAbetaB cleavage, fluorescence polarization; inhibition, % at 5.59 µM; 320,000 compounds, 0.41% hits; AID 434962;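 active = percent inhibition above the average of all tested compounds plus 3 SD, set per screening campaign, cut at about 16% in these data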;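 note: IDE supplied by intact live HEK cells; FP after avidin binding of uncleaved biotin substrate so inhibition keeps polarization high; 0% = DMSO wells and 100% = 60 µM reference IDE inhibitor Ii1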
# p-CIP stab down: p/CIP protein destabilization; 290,000 compounds, 0.01% hits; Q05BA5; F442A p/CIP-EGFP cells, EGFP fluorescence, 16 h; decrease of EGFP signal, % at 10 µM; AID 1984;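 active = EGFP signal decrease of at least 30% at 10 µM or well 3 SD below plate mean, unless failing retest; inactive = the rest, including hits failing retest or dose response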; note: some compounds called inactive have numbers as strong as hits; many of its hits are not listed in these tables
# GalR3 antagonist: antagonists of human GalR3; 360,000 compounds, 0.44% hits; HEK293 GalR3-CNG cAMP membrane potential fluorescence; galR3 body fused to GalR1 C-terminus; inhibition, % at 3 µM; O60755;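 active = inhibition above the screen-wide average plus 3 SD, cut at about 13% in these data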;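 note: forskolin and galanin both at EC90 stimulate the cells; cAMP rise reported by CNG channel membrane potential dye signal; 0% = forskolin plus galanin with DMSO and 100% = forskolin alone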
# Target sequence (O60755 1-299 limits assumed): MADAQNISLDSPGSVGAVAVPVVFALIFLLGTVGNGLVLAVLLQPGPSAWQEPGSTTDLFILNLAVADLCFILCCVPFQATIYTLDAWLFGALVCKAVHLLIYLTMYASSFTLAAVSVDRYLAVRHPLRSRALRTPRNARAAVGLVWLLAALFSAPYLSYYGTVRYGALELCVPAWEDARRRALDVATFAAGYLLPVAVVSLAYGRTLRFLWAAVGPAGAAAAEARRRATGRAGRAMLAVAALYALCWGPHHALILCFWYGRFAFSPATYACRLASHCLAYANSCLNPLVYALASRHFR
# HCV NS3 hel inh: HCV NS3 helicase inhibition | AID 1800 | NS3 helicase DNA unwinding, Cy5 molecular beacon fluorescence | inhibition, % at 10.9 µM | 290,000 compounds, 0.56% hits;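 active = inhibition above the mean of all tested compounds plus 3 SD, set per campaign, cut at about 35% in these data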;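 note: 0% = DMSO wells and 100% = thioflavine S control wells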
#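 System: HCV NS3 helicase fragment; control set: DMSO and thioflavine S; technique: Cy5 fluorescence at 0 and 60 min, beacon hairpin quenching; reagent: beacon DNA duplex substrate plus ATP; replicates: singlicate; schedule: 1 h reaction at 25 °C, ATP-initiated; medium: MOPS buffer pH 6.5 with MgCl2, DTT, Tween20, BSA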
# UBC9 SUMO inh: inhibitors of human SUMOylation (UBC9). 290,000 compounds, 0.36% hits. inhibition, % at 35 µM. AID 2006. HTRF SUMOylation assay, SAE1/SAE2 + UBC9, in vitro. P63279; in the data active = inhibition above about 50%, passing the limit was not always enough; note: strong numbers were not always called active
# Target sequence (P63279 whole entry, looked up): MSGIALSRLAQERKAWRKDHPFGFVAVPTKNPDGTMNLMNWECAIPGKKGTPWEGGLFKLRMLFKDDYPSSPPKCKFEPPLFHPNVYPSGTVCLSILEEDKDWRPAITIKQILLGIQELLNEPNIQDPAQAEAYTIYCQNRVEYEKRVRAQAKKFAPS
# IMP-1 inhibitor: inhibitors of Pseudomonas aeruginosa IMP-1 metallo-beta-lactamase; 290,000 compounds, 0.45% hits; inhibition, % at 5.6 µM; purified IMP-1, nitrocefin hydrolysis, epi-absorbance fluorescence;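 active = inhibition above the mean plus 3 SD of all compounds in the same screening run, cut at about 4.5% in these data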;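 note: 0% = IMP-1 with DMSO and 100% = DMSO wells lacking enzyme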
#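 Material – recombinant IMP-1 enzyme, purified · Amount – IMP-1 0.2 nM before substrate addition · Medium – HEPES buffer pH 7.1 with ZnSO4 and Brij 35 · Timing – 25 °C, 15 min preincubation, 25 min reaction · Measured by – plate fluorescence quenching by hydrolysis product, ex 480/em 530 nm · Read-out – percent enzyme inhibition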
# VIM-2 inh: inhibitors of Pseudomonas aeruginosa VIM-2 metallo-beta-lactamase | purified VIM-2, nitrocefin hydrolysis, epi-absorbance fluorescence | inhibition, % at 5.6 µM | 290,000 compounds, 0.89% hits;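 active = inhibition above the mean of all tested compounds plus 3 SD, cutoff set per screening run, cut at about 7.5% in these data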;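 note: red hydrolysis product quenches plate fluorescence so inhibitors raise well fluorescence; 0% = enzyme with DMSO and 100% = DMSO without enzyme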
# IDE act: activators of human insulin-degrading enzyme in cells | P14735 | activation, % at 5.96 µM | 340,000 compounds, 0.073% hits | HEK cells, FAbeta-B cleavage, fluorescence polarization; 0% vehicle, 100% cell-free pure enzyme wells;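 active = activation above the mean of all tested compounds plus 3 SD, set per screening campaign, cut at about 17% in these data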
# CRFBP-R2 block: blocks CRF-induced signaling of the CRF-BP/CRF-R2 complex. HEK293 CRF-R2/CRF-BP, CRF-induced calcium fluorescence. inhibition, % at 11.8 µM. 350,000 compounds, 0.59% hits. AID 588475;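 active = inhibition of the ligand-induced calcium signal above about 50% at the single tested concentration, limit read from the data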
# Active calls of the source: *; . = no result given; & = joins results of further samples.
# Value order: IDE cell inh, p-CIP stab down, GalR3 antagonist, HCV NS3 hel inh, UBC9 SUMO inh, IMP-1 inhibitor, VIM-2 inh, IDE act, CRFBP-R2 block
[1] COc1cccc(/C=N/NC(=O)CCn2nnc3ccccc32)c1
 : 8, -16, -6, 4, 0, -5.5, -4.0, -4, 1
[2] CCO[C@@H]1OC(C(=O)Nc2ccccc2)=C[C@H](c2ccc(Br)cc2)[C@H]1CCCO
 : -1, -6, -11, -13, 0, 0.1, -0.1, 6, 6
[3] Cc1ccc(-c2nc3cc(N)ccc3o2)cc1Br
 : -1, -6, -7, -1, 29, -3.2, 0.9, 0, -4
[4] Cc1cc(C=O)c(C)n1-c1ccc(Cl)c(C(=O)O)c1
 : 6, -1, -2, 23, 9, 0.5, 3.4, ., 30
[5] CC(C)CC(=O)NC(=S)Nc1ccc(NC(=O)c2ccco2)cc1
 : -1, -4, -1, 19, -20, 0.7, -4.6, 5, -1
[6] Cc1ccc(NCC(=O)N/N=C\c2ccc[nH]2)cc1
 : 6, -16, -2, 7, -5, -3.8, -1.8, ., 0
[7] CCOC(=O)C1=C(C)NC(C)=C(C(=O)OCC)C1C
 : -3, -4&0, -1, 4&9, 2&4, -3.7&-1.5, -1.6&-2.2, 1, -1
[8] CCc1nnc(SCc2cn3c(C)cc(C)nc3n2)n1N
 : 1, 2, -1, 8, 9, -6.5, -2.5, 3, 15
[9] COc1ccc(N(C(C)C(=O)NN=C2CCCCCCC2)S(C)(=O)=O)cc1 (stereo not drawn)
 : -3, -2, 3, -6, 18, -0.9, -1.7, 6, -4
[10] COC(=O)c1cc(-c2c(-c3cc(OC)c(OC)c(OC)c3)noc2C)cc([N+](=O)[O-])c1
 : -5, 0, -1, 10, 2, -3.7, -2.1, 4, 12
[11] Cc1nnsc1C(=O)Nc1ccc(S(=O)(=O)N2CCCCC2C)cc1 (stereo not drawn)
 : 5, -2, 0, -8, -2, -0.7, -0.6, 5, 2
[12] O=C(CCc1ccccc1)NC(=S)Nc1cc(C(F)(F)F)ccc1N1CCOCC1
 : 0, -8, ., 2, -21, -1.0, -1.9, -2, -36
[13] CCOc1ccc(C(=O)NCC(=O)N2CCCCCCC2)cc1OCC
 : 1, ., -3, ., ., ., ., 2, 11
[14] CC(=O)c1nnn(-c2ccccc2C#N)c1C
 : 2, -6, -4, -9, 24, -1.7, -1.4, 7, 8
[15] COc1ccc(/C(C)=N/NC2=NCCN2)cc1Cl
 : ., -2, -13, -13, 16, -5.1, 1.5, 3, -4
[16] Cc1cc(C)n2nnnc2c1C#N
 : -1, -3, -4, -2, 19, -2.4, -0.5, 1, 2
[17] Cc1nnc(NC(=O)C23CC4CC(C)(CC(C)(C4)C2)C3)s1
 : 11, ., -3, -5, ., 0.4, 0.1, 0, -53
[18] O=C(c1cccc(F)c1)N1CCN(c2cc(N3CCCCC3)c(F)cc2[N+](=O)[O-])CC1
 : 8, 7, 1, 1, -1, -2.1, -2.7, 6, -24
[19] COc1ccc(-c2nn(-c3ccccc3)cc2/C=N/O)cc1OC
 : -1, -28, -11, -6, 11, -2.2, -1.4, 1, 2
[20] COc1cc(NC(=O)c2ccc(F)cc2)c(OC)cc1NC(=O)CN1CCOCC1
 : 1, -10, 1, -9, 7, 0.0, -3.6, 3, 4
[21] COC(=O)c1sccc1NC(=O)CN(C)NS(=O)(=O)c1ccc(F)cc1
 : 5, -4, -3, 15, 10, -1.4, 1.2, 6, -8
[22] CCCS(=O)(=O)N1CCN=C1SCc1cccnc1
 : -2, -2, -3, -2, 19, 0.0, -2.5, 5, 0
[23] O=C(O)c1cc([N+](=O)[O-])ccc1NCc1cccnc1
 : 3, 4, -3, -8, 12, -2.3, 0.3, 12, 11
[24] Cc1nn(CCC(=O)NNC(=S)Nc2cccc(Cl)c2)c(C)c1[N+](=O)[O-]
 : 3, -11, -7, 5, -5, -5.3, 7.3, 2, -1
[25] O=C(O)c1ccc(Nc2nc3ccc(Cl)cc3[nH]2)cc1
 : 1, -5, -2, 28, 19, -1.1, 0.9, 8, 7
[26] Cc1ccc(NC(=S)N2CCN(c3ccccn3)CC2)c(C)c1
 : -4, 2, -4, 6, 8, -3.4, -1.8, 5, 5
[27] O=[N+]([O-])c1ccc(Sc2nccn2Cc2ccccc2)cc1
 : 2, 0, 0, 1, 9, -2.6, -2.9, -3, 32
[28] Cc1cccc(NC(=O)N2CCCCCC2)c1
 : -3, -10, -1, -6, 9, -2.6, -3.5, -3, 8
[29] COc1ccc(OC)c(CC(NC(C)=O)C(=O)NC2CCN(S(=O)(=O)c3ccc(NC(C)=O)cc3)CC2)c1 (stereo not drawn)
 : 1, -19, 7, 3, 10, -2.2, -2.5, -1, 9
[30] CCc1ccc(NC(=O)c2ccc(C3SCC(=O)N3CCc3ccccc3)cc2)cc1 (stereo not drawn)
 : 11, -8, -2, -13, -2, -1.3, -4.2, -1, -3
[31] COc1ccccc1CCNC(=O)c1cnccn1
 : -5, 1, 0, 1, -15, -4.7, -0.5, 4, 0
[32] CC(=O)Nc1ccc([N+](=O)[O-])c(CS(=O)(=O)c2ccc(C)cc2)c1[N+](=O)[O-]
 : -3, -15, -9, 2, 12, -2.6, -0.6, 3, 4
[33] O=C(Cn1cc([N+](=O)[O-])cn1)Nc1ccccn1
 : 3, -3, 1, -1, -5, -2.1, -4.6, 2, 8
[34] O=C(CCCn1c(=O)oc2ccccc21)N1CCN(c2ccccn2)CC1
 : 0, -5, -6, -4, -1, -3.6, 0.9, 8, -5
[35] CCOC(=O)c1c(C)noc1-c1ccco1
 : -2, -8, -5, -4, 10, -3.3, -1.8, ., 11
[36] CCCN(CCC)S(=O)(=O)c1ccc(C(=O)N2CCC(=O)c3ccccc32)cc1
 : 4, -3, 1, 2, 19, -0.7, -1.3, 2, 7
[37] COc1cccc(-c2cc3nc(-c4ccccc4)cc(=O)n3[nH]2)c1
 : 2, 0, -6, 8, 19, -1.8, -3.0, -1, 1
[38] CC(=O)c1cccc(NC(=O)CCCCCn2nnc3ccccc3c2=O)c1
 : ., -1, -1, 20, 4, -5.5, -2.5, -1, 9
[39] CCN(CC)C(=O)Cn1cc(/C=C(\C#N)C(=O)NC2CC2)c2ccccc21
 : 3, 4, -8, 6, -4, -0.4, -1.8, 5, 8
[40] CN(CC(=O)Nc1ccc(N2CCOCC2)cc1)C(=O)c1cn(-c2ccccc2)nc1-c1ccccc1
 : 0, ., 2, ., ., ., ., 6, 3
[41] Cc1onc(-c2ccccc2)c1C(=O)NCC(=O)Nc1cc(Cl)ccc1Cl
 : 2, ., -5, ., ., ., ., 2, -1
[42] O=[N+]([O-])c1ccc(Cl)c(CN2CCSCC2)c1
 : 2, 4, 2, 2, -10, -1.6, -2.5, -1, 6
[43] COc1ccc(NC(=O)N2CCC(c3nc(-c4cccs4)no3)CC2)cc1
 : 1, 8, -5, 3, -15, -8.9, -3.0, 5, -11
[44] O=C(NCc1ccccc1)C(=O)NCC(c1ccco1)N1CCN(c2ccccc2F)CC1 (stereo not drawn)
 : -2, -8, -5, -15, 3, -0.5, 0.8, 3, -1
[45] CCC(=O)N1CCN(c2ccccc2NC(=O)c2ccc(OC)c(Cl)c2)CC1
 : 2, -5, 0, 7, 12, 0.2, -1.9, 7, -7
[46] CCOc1ccccc1NC(=O)Nc1ccncc1
 : 0, -12, -7, -12, -2, 0.2, 2.5, 2, 7
[47] O=C(NCc1ccccc1)/C(=C/c1ccccc1)NC(=O)c1ccco1
 : 3, 1, -1, 11, -5, -1.7, -2.4, 5, 2
[48] COc1ccc(N(C)C(=O)Cn2c(=O)oc3ccccc32)c(OC)c1
 : 7, 2, -9, 14, -4, -4.6, -3.7, 0, 32
[49] CC1CCN(C(=O)c2[nH]cnc2C(=O)NCCCCCNC(=O)OC(C)(C)C)CC1
 : -3, ., -6, ., ., ., ., 0, 8
[50] COc1ccc(-c2cc(C)no2)cc1S(=O)(=O)N(C)c1ccc(C)cc1
 : -5, 9, 0, -18, -16, -1.6, -3.4, -11, 15
[51] CCc1cccc2c(=O)c(C(=O)NCCN3CCOCC3)c[nH]c12
 : 0, 4, -5, -10, 17, -1.2, 2.2, 8, -9
[52] CCOc1ccccc1C(=O)NC(C(=O)Nc1cccc(S(N)(=O)=O)c1)C(C)C (stereo not drawn)
 : -4, -2, -4, -19, 14, -1.5, -0.5, -3, 14
[53] NC1=NC[C@@H](Cc2ccc(O)cc2)N1CC1CCCCC1
 : 3, -11, -4, ., 8, ., ., 2, -4
[54] CCOc1ccc(NC(=S)N2C3CCCC2CC(NC(=O)C2CC2)C3)cc1 (stereo not drawn)
 : 10, 1, -7, 5, -4, -1.8, -3.0, -4, -7
[55] O=C(NC1CCCCC1)OCCN1CCN(Cc2ccccc2)CCC1=O
 : 0, -2, -1, 1, 11, -1.9, -2.2, ., .
[56] CSc1ncc(C(=O)Nc2ccccc2C)c(C)n1
 : 0, -1, -12, 10, -6, -1.1, -1.4, 1, -10

# An excerpt from above in order of SMILES length, rising:
# Value order: IDE cell inh, p-CIP stab down, GalR3 antagonist, HCV NS3 hel inh, UBC9 SUMO inh, IMP-1 inhibitor, VIM-2 inh, IDE act, CRFBP-R2 block
[46] CCOc1ccccc1NC(=O)Nc1ccncc1
 : 0, -12, -7, -12, -2, 0.2, 2.5, 2, 7
[56] CSc1ncc(C(=O)Nc2ccccc2C)c(C)n1
 : 0, -1, -12, 10, -6, -1.1, -1.4, 1, -10
[42] O=[N+]([O-])c1ccc(Cl)c(CN2CCSCC2)c1
 : 2, 4, 2, 2, -10, -1.6, -2.5, -1, 6
[53] NC1=NC[C@@H](Cc2ccc(O)cc2)N1CC1CCCCC1
 : 3, -11, -4, ., 8, ., ., 2, -4
[55] O=C(NC1CCCCC1)OCCN1CCN(Cc2ccccc2)CCC1=O
 : 0, -2, -1, 1, 11, -1.9, -2.2, ., .
[51] CCc1cccc2c(=O)c(C(=O)NCCN3CCOCC3)c[nH]c12
 : 0, 4, -5, -10, 17, -1.2, 2.2, 8, -9
[48] COc1ccc(N(C)C(=O)Cn2c(=O)oc3ccccc32)c(OC)c1
 : 7, 2, -9, 14, -4, -4.6, -3.7, 0, 32
[54] CCOc1ccc(NC(=S)N2C3CCCC2CC(NC(=O)C2CC2)C3)cc1 (stereo not drawn)
 : 10, 1, -7, 5, -4, -1.8, -3.0, -4, -7
[41] Cc1onc(-c2ccccc2)c1C(=O)NCC(=O)Nc1cc(Cl)ccc1Cl
 : 2, ., -5, ., ., ., ., 2, -1
[50] COc1ccc(-c2cc(C)no2)cc1S(=O)(=O)N(C)c1ccc(C)cc1
 : -5, 9, 0, -18, -16, -1.6, -3.4, -11, 15
[52] CCOc1ccccc1C(=O)NC(C(=O)Nc1cccc(S(N)(=O)=O)c1)C(C)C (stereo not drawn)
 : -4, -2, -4, -19, 14, -1.5, -0.5, -3, 14
[49] CC1CCN(C(=O)c2[nH]cnc2C(=O)NCCCCCNC(=O)OC(C)(C)C)CC1
 : -3, ., -6, ., ., ., ., 0, 8

# From PubChem BioAssay
